# Dyrk1A ADPGlo – inhibitors of rat Dyrk1A kinase. 0.43% of 310,000 active. AID 504441. Q63470. inhibition, % at 12.5 µM. ADP-Glo luminescence, NFATc1 peptide; in the data active = inhibition above about 50%;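 note: plate controls were vehicle with enzyme for no effect and no enzyme for full effect; many of its hits are not listed in these tables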
# KCNQ1 inh – inhibitors of human KCNQ1 potassium channel | P51787 | CHO-K1 KCNQ1, FluxOR thallium flux fluorescence; hits give high values | B-score at 10 µM | 1.3% of 310,000 active | AID 2642;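 active = compounds whose thallium flux B-score, printed positive for inhibition, exceeds three library SD while starting fluorescence stays within three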;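 note: channel opened by potassium depolarization with thallium stimulus after 20 min compound exposure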
# TMEM16A act – activators or potentiators of mouse TMEM16A chloride channel. HEK293 TMEM16A/YFP-H148Q/I152L, iodide quench fluorescence; hits give low values. B-score at 10 µM. 0.3% of 340,000 active;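 active = fluorescence-ratio B-score plate-corrected deviation score at least 3 library SD below zero, with starting fluorescence score within 5 deviations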;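 note: channel opened by trigger with iodide after compound preincubation; score built on the fluorescence ratio of max minus min over baseline; more negative score means more quench and so TMEM16A activation or potentiation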
# TRPC4 potent – allosteric potentiators of mouse TRPC4 channel; Q9QUQ5; HEK293 TRPC4beta/mu-opioid, DAMGO EC20, Fluo-4 Ca2+ flux; hits give high values; B-score at 10 µM; 0.42% of 310,000 active;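 active = B-score of calcium response area above 5 SD of library B-scores, with initial fluorescence ratio within 5 SD of library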;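 note: B-score of integrated fluorescence ratio over time as area under calcium response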
# KCNQ1 act – potentiates or activates the human KCNQ1 potassium channel | 0.35% of 310,000 active | AID 2648 | P51787 | CHO-K1 KCNQ1, thallium flux FluxOR fluorescence; hits give high values | B-score at 10 µM;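 active = fluorescence ratio B-score, a plate-corrected score, at least three library SD, with initial intensity B-score within 5 SD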
#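 System: CHO-K1 cells stably expressing KCNQ1 / Medium: assay buffer for compound exposure, DMSO matched across wells / Reagent: thallium- and potassium-containing depolarizing buffer / Compound: one concentration, matched DMSO / Incubation: 20 min compound pretreatment at room temperature / Measured by: kinetic FluxOR fluorescence, 10 s baseline plus 110 s post-stimulus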
# KCNK9 block – inhibitors of human KCNK9 two-pore domain potassium channel; B-score at 10 µM; HEK293 KCNK9, FluxOR thallium flux fluorescence; hits give low values; 1.2% of 310,000 active;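 active = ratio B-score over 3 SD below the library mean, with starting fluorescence within 5 SD of its mean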;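 note: negative B-score means less thallium flux so channel inhibition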
# Target sequence (Q9NPC2 whole entry, looked up, the tested form may be a part): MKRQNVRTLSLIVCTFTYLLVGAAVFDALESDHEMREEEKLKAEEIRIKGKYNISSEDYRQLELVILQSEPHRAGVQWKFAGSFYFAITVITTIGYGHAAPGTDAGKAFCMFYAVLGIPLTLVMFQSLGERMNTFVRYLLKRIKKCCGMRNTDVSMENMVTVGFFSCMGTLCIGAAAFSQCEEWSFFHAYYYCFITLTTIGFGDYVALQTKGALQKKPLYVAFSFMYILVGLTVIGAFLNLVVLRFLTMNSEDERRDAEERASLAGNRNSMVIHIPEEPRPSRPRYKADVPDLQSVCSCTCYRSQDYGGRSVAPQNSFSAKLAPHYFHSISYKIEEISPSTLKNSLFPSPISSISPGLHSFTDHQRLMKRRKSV
# HDAC3 inh – blocks human histone deacetylase 3 | recombinant HDAC3, fluorogenic peptide/trypsin coupled, fluorescence | 0.15% of 320,000 active | AID 2718 | O15379 | inhibition, % at 8.3 µM; in the data active = inhibition above about 26%, passing the limit was not always enough; inconclusive = no clear call, values can overlap the other calls
# KCNK3 inh – human KCNK3 channel inhibition, primary screen | O14649 | CHO-KCNK3 thallium flux, FluxOR fluorescence; hits give low values | B-score at 10 µM | 0.84% of 340,000 active;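 active = B-score under library mean minus 4 SD, starting fluorescence ratio at most library mean plus 5 SD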;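 note: more negative B-score means stronger inhibition of thallium flux through KCNK3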
# Target sequence (O14649 whole entry, looked up): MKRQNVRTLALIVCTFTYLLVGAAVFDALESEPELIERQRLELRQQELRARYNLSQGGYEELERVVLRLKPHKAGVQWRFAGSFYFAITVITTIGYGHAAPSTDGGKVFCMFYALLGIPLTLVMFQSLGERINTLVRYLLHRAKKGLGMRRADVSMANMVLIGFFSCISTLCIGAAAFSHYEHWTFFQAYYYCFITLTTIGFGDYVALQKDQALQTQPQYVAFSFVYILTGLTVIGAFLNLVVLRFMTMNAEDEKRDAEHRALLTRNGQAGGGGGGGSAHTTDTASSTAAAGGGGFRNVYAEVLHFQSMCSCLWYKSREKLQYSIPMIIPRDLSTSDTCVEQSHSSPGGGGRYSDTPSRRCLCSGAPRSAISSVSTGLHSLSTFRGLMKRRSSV
# TRPC4 act – opens the mouse TRPC4 cation channel. HEK293 TRPC4beta/mu-opioid, Fluo4 calcium fluorescence; hits give high values. B-score at 10 µM. 0.49% of 310,000 active. AID 2237;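 active = B-score above 5 SD of library B-scores, and initial fluorescence ratio not above library mean plus 5 SD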;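 note: positive B-score marks a calcium rise read as TRPC4 activation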
#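 Assay system: HEK293 stable line with TRPC4beta plus mu-opioid receptor. Times: dye 45 min RT, read 110 s. Measured by: kinetic Fluo4 calcium fluorescence. Measure: B score of integrated ratio. Controls: assay buffer as low control, maximal DAMGO as high control.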
# ANO1 block – mouse TMEM16A channel inhibition, primary screen. Q8BHY3. HEK293 TMEM16A/YFP iodide influx fluorescence, ionomycin. normalized B-score (activity score, 25-100; higher = stronger inhibition) at 10 µM. 1.2% of 310,000 active;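 active = ratio plate-corrected score three or more library SD toward inhibition, starting fluorescence score within five deviations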;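 note: score derived from kinetic fluorescence span divided by baseline fluorescence per well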
# hERG protect – compounds protecting human hERG from proarrhythmic drug block; Q12809; CHO-hERG, FluxOR thallium flux, dofetilide IC70 present; activation (rescue from dofetilide block), less the hit threshold, % at 10 µM; 0.51% of 310,000 active; AID 1511;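 active = activation above the mean of controls blocked by dofetilide plus 5 SD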;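 note: thallium influx through hERG after potassium depolarization seen as dye fluorescence rise; in these data hits start at about 4.7%; inactives centre near -7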
# Numbers without * were called inactive; i = inactive; u = inconclusive; x = not tested or not shown. Only part of the results is shown. The share of hits here may be higher or lower than overall.
SMILES,Dyrk1A ADPGlo,KCNQ1 inh,TMEM16A act,TRPC4 potent,KCNQ1 act,KCNK9 block,HDAC3 inh,KCNK3 inh,TRPC4 act,ANO1 block,hERG protect
COc1ccc(OC)c(-c2cc(C(=O)NCc3cccs3)no2)c1,4,i,i,i,i,i,u,i,i,i,-8
O=C(CSc1ccc2ccccc2n1)N/N=C/c1ccccc1O,5,i,i,i,i,i,7,i,i,i,-8
CCOC(=O)NN1C(=O)c2ccccc2NC1c1ccc(N(C)C)cc1 (stereo not drawn),-10,i,i,i,i,i,10,i,i,i,-9
Cc1cc(Oc2cnn(C(C)(C)C)c(=O)c2Cl)cc(C(C)C)c1,-2,i,i,i,i,i,7,i,i,i,-21
CC(C)c1nnc(NC(=O)COc2ccc3ccccc3c2)s1,-9,i,i,i,i,i,-2,i,i,i,-4
COc1cc(C(=O)c2cocc2C(=O)c2ccc3c(c2)OCO3)cc(OC)c1OC,-3,i,i,i,i,i,-3,i,i,i,1
O=C1[C@H]2[C@@H](C(=O)N1c1cc(Cl)cc(Cl)c1)[C@]1(C(=O)Nc3ccccc31)N1CCC[C@@H]21,1,i,i,i,i,i,-2,i,i,i,-9
CC(=O)N1N=C(c2ccc(Br)cc2)OC1(C)CC(=O)Nc1ccccc1 (stereo not drawn),1,i,i,15*,i,i,4,i,i,i,-7
O=S(=O)(c1ccc(F)cc1)N1CCCN(c2nccc(C(F)(F)F)n2)CC1,1,i,i,i,i,i,9,i,i,i,-9
Cn1cccc1/C=N/n1c(-c2ccc(C(C)(C)C)cc2)n[nH]c1=S,-3,i,i,i,i,-7.7*,29*,i,i,i,-4
COc1cccc(CC2(CO)CCCN(Cc3cn[nH]c3-c3ccc(F)cc3)C2)c1 (stereo not drawn),0,i,i,i,i,i,1,i,i,i,-6
CCOC(=O)C1=C(C)NC2=C(C(=O)CC(C)(C)C2)C1c1ccc2c(c1)CCCN2C (stereo not drawn),0,i,i,i,i,i,-4,i,i,i,-1
C[C@@H](NC(=O)OC(C)(C)C)c1nnc(S(=O)(=O)Cc2ccccc2)o1,-1,i,i,i,i,i,17,i,i,i,-8
Cc1nn(C)c(C)c1CCC(=O)NC1CC(C)(C)Cc2c1cnn2-c1ccccc1 (stereo not drawn),-3,i,i,i,i,i,0,i,i,i,-13
CC1SC(c2ccc(Cl)cc2)NC1=O (stereo not drawn),-4,i,i,i,i,i,11,i,i,i,-8
O=C(CCc1ccccc1)NCc1ccc2c(c1)OCO2,-4,i,i,i,i,i,3,i,i,i,-6
O=C(c1csc2c1CCCC2)n1cccn1,5,i,i,i,i,i,79*,i,i,i,-11
O=C(c1ccc(NC(=S)NCc2ccco2)cc1)N1CCCCC1,2,i,i,i,i,i,1,i,i,i,-13
C[C@H](NC(=O)c1nc[nH]c1C(=O)NCC(=O)OCc1ccccc1)c1ccccc1,7,i,i,i,i,i,13,i,i,i,-18
CCC1COCCS(=O)(=O)N1Cc1cccc(C(F)(F)F)c1 (stereo not drawn),5,i,i,i,i,i,3,i,i,i,-5
Cc1ccccc1N1CCN(C2CCCN(C(=O)c3snnc3C)C2)CC1 (stereo not drawn),3,i,i,i,i,i,3,i,i,i,-9
CCN(C(=O)CSc1nnc(Cn2nnc3ccccc32)o1)c1nc(C)cs1,3,i,i,i,i,i,-1,i,i,i,-7
Cn1c2c(c(=O)n1-c1ccccc1)CSCC2,0,i,i,i,i,i,-1,i,i,i,-5
COc1ccccc1CN(Cc1cc2cc(C)ccc2[nH]c1=O)Cc1nnnn1CC1CCCO1 (stereo not drawn),0,i,i,i,i,i,-1,i,i,i,-15
O=C(NCCN1CCOCC1)c1cc(Br)ccc1Cl,-2,i,i,i,i,i,-7,i,i,i,-6
O=C(Cc1cc(=O)oc2cc(O)ccc12)NCC1CCC(C(=O)O)CC1 (stereo not drawn),1,i,i,i,i,i,-293,i,i,i,-12
Cc1ccc(-c2nc(C)sc2CC(=O)OCC(=O)Nc2ccc(F)c(Cl)c2)cc1,-5,i,i,i,i,i,14,i,i,i,-4
Cc1nc(-c2ccc(S(=O)(=O)N3CCOCC3)cc2)cs1,-8,i,i,i,i,i,-2,i,i,i,-6
Cc1cc(OC(C)C(=O)NCC(O)c2ccccc2)c2c(C)c(C)c(=O)oc2c1 (stereo not drawn),-3,i,i,i,i,i,-16,i,i,i,-16
COC(=O)c1ccc(NC(=O)C2CCN(S(C)(=O)=O)CC2)cc1,3,i,i,i,i,i,8,i,i,i,-6

# A stretch from the list above, as a working copy:
SMILES,Dyrk1A ADPGlo,KCNQ1 inh,TMEM16A act,TRPC4 potent,KCNQ1 act,KCNK9 block,HDAC3 inh,KCNK3 inh,TRPC4 act,ANO1 block,hERG protect
Cc1nn(C)c(C)c1CCC(=O)NC1CC(C)(C)Cc2c1cnn2-c1ccccc1 (stereo not drawn),-3,i,i,i,i,i,0,i,i,i,-13
CC1SC(c2ccc(Cl)cc2)NC1=O (stereo not drawn),-4,i,i,i,i,i,11,i,i,i,-8
O=C(CCc1ccccc1)NCc1ccc2c(c1)OCO2,-4,i,i,i,i,i,3,i,i,i,-6

# Record cards, as listed above. Values in the order: Dyrk1A ADPGlo, KCNQ1 inh, TMEM16A act, TRPC4 potent, KCNQ1 act, KCNK9 block, HDAC3 inh, KCNK3 inh, TRPC4 act, ANO1 block, hERG protect
# Results for O=C(Cc1cc(=O)oc2cc(O)ccc12)NCC1CCC(C(=O)O)CC1 (stereo not drawn) : 1, i, i, i, i, i, -293, i, i, i, -12
# Results for Cc1nn(C)c(C)c1CCC(=O)NC1CC(C)(C)Cc2c1cnn2-c1ccccc1 (stereo not drawn) : -3, i, i, i, i, i, 0, i, i, i, -13

# The listing continues.
SMILES,Dyrk1A ADPGlo,KCNQ1 inh,TMEM16A act,TRPC4 potent,KCNQ1 act,KCNK9 block,HDAC3 inh,KCNK3 inh,TRPC4 act,ANO1 block,hERG protect
CN1CCc2c(sc(NC(=O)c3ccc([N+](=O)[O-])o3)c2C(N)=O)C1,2,i,i,i,i,i,u,i,i,i,-5
Cc1ccccc1Nc1nc(N)nc(COC(=O)c2cccc(S(=O)(=O)NCc3ccccc3)c2)n1,-8,i,i,i,i,i,8,i,i,i,-1
N#Cc1ccccc1NC(=O)CC1CCCCC1,-1,i,i,i,i,i,-1,i,i,i,-5
Cc1cc(=O)nc2c3ccccc3n(CC(=O)NCCCN3CCOCC3)n12,0,i,i,i,i,i,-1,i,i,i,-7
CCOc1ccccc1NC(=O)Cn1nnc(C(=O)NCc2cccs2)c1N,-2,i,i,i,i,i,-1,i,i,i,-2
COc1ccc(NC(=O)c2cc(-c3ccc(C)o3)nc3ccccc23)cc1,x,i,i,i,i,i,4,i,i,i,-8
Cn1cccc1CNC(=S)Nc1cc(F)cc(F)c1,-6,i,i,i,i,i,-4,i,i,i,-9
CCOC(=O)c1nn(-c2ccccc2C)c2nc(-c3ccc(C)cc3)c(C#N)c(=O)n12,-11,i,i,i,i,i,-1,i,i,i,-6
CC1(C)Cc2noc(N)c2C(C)(C)N1OC(=O)c1ccco1,-3,x,i,x,x,x,-1,i,x,i,x
Cc1ccc(C(=O)c2ccccc2C(=O)OCC(=O)NC(C)(C)C)cc1,0,i,i,i,i,i,4,i,i,i,-12
N=C1/C(=C/c2cccs2)C(=O)N=C2SN=C(SCc3ccccc3)N12,2,i,i,i,i,i,1,i,i,i,-10
O=C(CN1CCN(C(=O)c2ccco2)CC1)Nc1ccccc1-c1ccccc1,7,i,i,i,i,i,3,i,i,i,-14
CCC(=O)Oc1ccc(NC(=O)CSCc2ccccc2)cc1,7,i,i,i,i,i,12,i,i,i,-16
COCCn1c(=S)[nH]c2cc(C(=O)N3CCN(c4ccccc4OC)CC3)ccc2c1=O,-15,x,i,x,x,x,1,i,x,i,x
CCCN1C(=O)S/C(=C\c2ccc(N3CCOCC3)o2)C1=O,7,i,i,i,i,i,5,i,i,i,-20
O=C(c1sc2cc([N+](=O)[O-])ccc2c1Cl)N1CCOCC1,28,i,i,i,i,i,4,i,i,i,-9
COc1cc(OC)cc(C(=O)N[C@H](C(=O)OCC(=O)Nc2ccc(F)c(F)c2)C(C)C)c1,-1,i,i,i,i,i,6,i,i,i,-6
Cc1nnc(Nc2ccc(C(=O)N3CCOCC3)cc2)c2ccccc12,0,i,i,i,i,i,3,i,i,i,-12
COC(=O)COc1ccc(S(=O)(=O)Nc2ccc(C(N)=O)cc2)cc1Cl,5,i,i,i,i,i,2,i,i,i,-14
CCn1c(C)nnc1SCC(=O)Nc1cccc(Cl)c1,2,i,i,i,i,i,1,i,i,i,1
O=C(Nc1cc(-c2nn(CC(=O)N3CCCCC3)c(=O)c3ccccc23)ccc1N1CCOCC1)c1ccc(Cl)cc1,-4,i,i,i,i,i,-5,i,i,i,-13
COC(=O)c1[nH]c2ccccc2c1NC(=O)CCN1CCSCC1,-1,i,i,i,i,i,-5,i,i,i,-8
Cc1ccc(S(=O)(=O)N2CCCN(S(=O)(=O)c3ccc4c(c3)OCCO4)CC2)cc1,-4,i,i,i,i,i,8,i,i,i,-9
O=C(Nc1ccc2c(c1)C(=O)N(CC1CCCO1)C2=O)c1cccc(Br)c1 (stereo not drawn),0,i,i,i,i,i,-11,i,i,100*,-5
CC1(C)CC(=O)c2sc(NC(=O)c3ccco3)nc2C1,-1,i,i,i,i,i,1,i,i,i,-14
COc1cc(/C=C/C(=O)O)cc(S(=O)(=O)N(CC(C)C)CC(C)C)c1OC,-1,i,i,i,i,i,3,i,i,i,-8
CC(/C=C1\SC(=Nc2cccnc2)NC1=O)=C\c1ccccc1,x,i,i,i,i,i,1,i,i,i,-13
COc1ccccc1S(=O)(=O)Cc1ccc(C(=O)N2CCN(c3ccc(C)cc3)C(C)C2)o1 (stereo not drawn),4,i,i,i,i,i,-3,i,i,i,-23
Cc1cc2c(c(=O)n1CCN(C)C)C(c1ccccc1Br)C(C#N)=C(N)O2 (stereo not drawn),-13,i,i,i,i,i,3,i,i,i,-7
COc1ccc(C(=O)NCCc2nnc3ccc(SCC(=O)Nc4ccccc4)nn23)cc1,-4,i,i,i,i,i,-2,i,i,i,-6
COc1cc(/C=C2/SC(=Nc3ccc(O)cc3)NC2=O)cc(OC)c1O,x,i,i,i,i,i,-20,i,i,i,-17
O=C(c1cc(-c2ccccn2)nc2ccc(Br)cc12)N1CCc2ccccc2C1,x,i,x,i,i,i,x,x,i,x,-10
CCCCCc1ccc(OCCOCCn2c[n+](C)c3ccccc32)c(CCCCC)c1,-11,7*,i,i,i,-8.4*,x,i,51*,x,-29
